PG9 binder: small molecules binding HIV-1 gp120 antibody PG9 | TR-FRET gp120-PG9 antibody binding | inhibition, % at 6.7 µM | 0.43% of 360,000 active | AID 624416; in the data active means inhibition above about 8.5%
GC-A act: GC-A (human) enzyme activation. P16066. HEK293 GC-A cells, cGMP TR-FRET, EC30 ANP; 0% at EC30 ANP, 100% saturating ANP. activation, % at 10 µM. 0.14% of 370,000 active. AID 1671463; in the data active means activation above about 40%
mABHD4 FP: ABHD4 (mouse) inhibition, primary FP screen; Q8VD66; purified mABHD4, FP-Rh probe fluorescence polarization; inhibition, % at 8.92 µM; 0.54% of 370,000 active;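 active means inhibition exceeding the mean over every tested compound plus 3 SD, cut at about 30% in these data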;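 further: 0% = plate median of compound wells and 100% = S159A mutant with DMSO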
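Doses – 8.92 µM, single dose · Material – wild-type mouse ABHD4 protein · Replication – single well per compound (singlicate) · Measure – percent inhibition of probe binding, normalized to plate controls · Schedule – 45 min compound pre-incubation plus 60 min probe step, 25 °C · Detection – fluorescence polarization with parallel and perpendicular emission, 525/598 nm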
HTRA1 inh: blocks human HTRA1 serine peptidase; Q92743; inhibition, % at 5.96 µM; recombinant HTRA1, FP-rhodamine activity-based probe, fluorescence polarization; AID 504803; 0.5% of 340,000 active; in the data active means inhibition above about 36%;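 further: 0% = enzyme with DMSO and 100% = wells lacking enzyme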
ASAP1 inh: blocks human ASAP1-stimulated Arf1 GTP hydrolysis | AID 624377 | inhibition, % at 16.5 µM | GDP FP detection | 0.19% of 360,000 active; in the data active means inhibition above about 25%;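 further: 0% = vehicle with enzyme and substrate and 100% = no enzyme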
Rev-erbA mod: modulates human Rev-erb alpha binding to DNA; 0.79% of 370,000 active; Rev-erbα–FITC-DNA binding, fluorescence polarization, 90 min; AID 1259318; P20393; activity, % at 10 µM;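 active means activity above about 14%, limit read from the data; passing the limit was not always enough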;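 further: 0% = DMSO wells with 35 nM protein and 100% = DMSO wells with 750 nM protein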
Target sequence (P20393 whole entry, looked up): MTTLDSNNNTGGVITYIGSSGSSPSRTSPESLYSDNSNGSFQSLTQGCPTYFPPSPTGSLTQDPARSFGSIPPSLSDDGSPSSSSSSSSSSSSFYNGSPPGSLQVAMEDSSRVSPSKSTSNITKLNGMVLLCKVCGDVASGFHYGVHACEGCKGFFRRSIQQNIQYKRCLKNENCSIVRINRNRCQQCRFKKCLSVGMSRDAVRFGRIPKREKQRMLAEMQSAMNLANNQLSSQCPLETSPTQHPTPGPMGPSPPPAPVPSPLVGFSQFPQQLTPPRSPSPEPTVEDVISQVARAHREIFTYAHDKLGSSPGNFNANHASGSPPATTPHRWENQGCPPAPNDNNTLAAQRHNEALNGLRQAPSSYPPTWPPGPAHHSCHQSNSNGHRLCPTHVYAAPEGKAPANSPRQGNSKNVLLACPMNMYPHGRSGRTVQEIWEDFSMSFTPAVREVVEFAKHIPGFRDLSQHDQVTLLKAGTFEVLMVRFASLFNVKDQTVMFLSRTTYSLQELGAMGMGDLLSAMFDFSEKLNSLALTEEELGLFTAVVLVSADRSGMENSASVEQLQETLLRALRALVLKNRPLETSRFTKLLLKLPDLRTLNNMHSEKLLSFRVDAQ
NPR2 activator: GC-B (human) receptor activation. HEK293-GC-B cells, CNP EC30, cGMP TR-FRET; 0% at EC30 CNP, 100% saturating CNP. P20594. 0.11% of 370,000 active. activation, % at 10 µM;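 active means activation at 10 µM reaching about 35% in either raw or pattern-adjusted values, limit read from the data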
SMARCA2 act: SMARCA2 function activation, primary screen | AID 652017 | activation, % at 9.1 µM | 1% of 370,000 active | MG213 cells, MMTV-luciferase reporter, dexamethasone, overnight; in the data active means activation above about 7.8%;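 further: 0% = vehicle wells and 100% = reference activator wells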
ARFGAP1 inhibitor: rat ARFGAP1 inhibition. Q62848. Arfgap1-stimulated ARF1 GTP hydrolysis, GDP FP detection. inhibition, % at 16.5 µM. 0.26% of 360,000 active;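 active means inhibition above a per-plate limit, mean inhibition of low control wells plus 3 SD, cut at about 25% in these data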;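 further: 0% = DMSO wells with enzyme and 100% = wells lacking Arfgap1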
Target sequence (Q62848 1-136 limits assumed): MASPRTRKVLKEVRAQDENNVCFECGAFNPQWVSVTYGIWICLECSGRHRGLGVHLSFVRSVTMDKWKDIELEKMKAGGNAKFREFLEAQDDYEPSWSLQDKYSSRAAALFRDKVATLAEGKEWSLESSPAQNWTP
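Replicates: Single well per compound | Assay system: Truncated rat Arfgap1 GAP domain | Control set: No-Arfgap1 wells (100%) versus DMSO full-reaction wells (0%) | Times: Enzyme reaction 120 min at 25 °C after 20 min preincubation | Reagent: Human ARF1(Δ1-17)-GTP substrate | Measured by: Tracer-displacement fluorescence polarization with EDTA stop, 620/688 nm | Measure: Percent inhibition of Arfgap1-stimulated GTP hydrolysis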
rCAG binder: binds r(CAG) RNA repeats | 1.3% of 370,000 active | inhibition, % at 3 µM | AID 651821 | r(CAG) RNA repeat, TO-PRO-1 dye displacement fluorescence;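 active means inhibition above the plate cutoff, the mean of all test compounds on that plate plus 3 SD, cut at about 35% in these data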;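 further: 0% = DMSO alone and 100% = 100 µM mitoxantrone as full dye displacement; higher means more dye released from RNA so lower well fluorescence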
Numbers without * were called inactive; / = not tested or not shown. The order is random; about 4.4% have a hit in one of these screens.

nr	compound	ASAP1 inh	mABHD4 FP	SMARCA2 act	Rev-erbA mod	GC-A act
1	C/C(=N\NC(=O)c1cccc(S(=O)(=O)N2CCCCC2)c1)c1ccc(C)o1	-12	-1	0	-3	3
2	Cc1ncc([N+](=O)[O-])n1CC(=O)Nc1cccc(C(F)(F)F)c1	-11	2	-2	1	-3
3	O=C(NC(=S)Nc1cc(Cl)ccc1Cl)c1ccco1	-5	-3	6	3	-1
4	O=C(COC(=O)CCC(=O)c1ccc(F)cc1)Nc1ccc(F)cc1F	13	6	-3	2	-4
5	Cc1ccc(-n2c(SCC(=O)NCC3CCCO3)nnc2-c2ccoc2C)cc1 (centres undefined)	-14	-1	2	-2	-8
6	O=C(COC(=O)c1ccc2c(=O)n3c(nc2c1)CCC3)Nc1ccc(OC(F)F)cc1	9	-5	-3	-8	-4
7	CCOc1cc(C)nc(N2CCN(C3CCCCC3)CC2)n1	8	0	-3	5	-1
8	Cc1ccc(/C(O)=C2\C(=O)C(=O)N(c3cc(C)on3)C2c2cccc(Cl)c2)cc1 (centres undefined)	0	2	3	-12	0
9	COCCCNC(=O)c1ccc(CS(=O)(=O)c2cccc(C(F)(F)F)c2)o1	-10	2	-3	-2	1
10	O=C(CSc1ncn(-c2ccccc2)n1)Nc1nncs1	0	1	1	1	-3

nr	HTRA1 inh	PG9 binder	ARFGAP1 inhibitor	rCAG binder	NPR2 activator
1	1	-0.6	2	5	-2
2	6	-0.5	-3	2	0
3	-3	-1.2	2	2	-2
4	-2	1.3	7	-4	2
5	6	-0.5	-1	-10	0
6	1	3.5	1	2	-8
7	-6	0.5	10	-10	-3
8	-2	0.1	-6	2	-1
9	7	0.1	-4	-4	4
10	-4	-2.7	-8	1	-1

Carrying on:
nr	compound	ASAP1 inh	mABHD4 FP	SMARCA2 act	Rev-erbA mod	GC-A act
11	O=C(COC(=O)c1ccccc1Cl)NC(=O)NCc1ccccc1	7	-12	0	-2	4
12	CCOc1ccc(CCNC(=O)COC(=O)c2nn(C)c(=O)c3ccccc23)cc1OCC	-5	8	-1	2	2
13	COc1ccc(N/C(=N/c2nc(C)cc(C)n2)NC(=O)c2ccccc2)cc1	10	1	-3	-3	4
14	O=C(Nc1ccc(Cl)cc1)C(Cl)C(=O)c1ccccc1 (centres undefined)	16	-1	3	1	18
15	Cc1ccc(NC(=O)/C=C\C(=O)NCC(=O)O)cc1	12	0	-1	-3	0
16	CCOCC(=O)Nc1ccc(S(=O)(=O)NCCc2ccccc2)cc1	6	-1	-3	3	0
17	CCOc1ccc(NC2=NC(C(=O)NCc3ccccc3)CC(=O)N2)cc1 (centres undefined)	4	2	-2	-7	-1
18	COCCNC(=O)c1cc(-c2ccccc2C)n(CC2CC(c3cccc([N+](=O)[O-])c3)=NO2)n1 (centres undefined)	6	5	1	0	-1
19	O=C(c1cccc(S(=O)(=O)N2CCOCC2)c1)N1CCC(Cc2ccccc2)CC1	-7	-2	-3	-6	2
20	O=C(CCS(=O)(=O)c1ccc(Br)cc1)Nc1ccc(Br)cc1F	5	-5	0	-1	4

nr	HTRA1 inh	PG9 binder	ARFGAP1 inhibitor	rCAG binder	NPR2 activator
11	31	-2.0	-9	0	4
12	-4	0.5	-1	-6	-3
13	7	-0.8	2	-1	-5
14	-10	1.6	-8	6	13
15	1	1.6	-3	-2	-1
16	-2	0.7	-1	-2	-1
17	2	1.1	-1	1	2
18	-3	0.7	-4	-5	-4
19	-1	1.0	0	0	3
20	-3	0.8	7	0	-5

Next structures
nr	compound	ASAP1 inh	mABHD4 FP	SMARCA2 act	Rev-erbA mod	GC-A act
21	COc1ccc(-c2ccc3[nH]c4c(c3c2)CCN2C[C@@H]([C@H](C)O)[C@@H](N(C)C(=O)Nc3cc(Cl)cc(Cl)c3)C[C@@H]42)cc1	16	-3	-5	1	4
22	O=C(Nc1ccccc1N1CCOCC1)C1CCCO1 (centres undefined)	1	3	4	2	-1
23	Cc1cccc(NC(=S)N(CCCN(C)C)Cc2cc3cc4c(cc3[nH]c2=O)OCO4)c1	-4	2	4	-3	-4
24	Cc1ccc(NC(=O)C2CCN(S(C)(=O)=O)CC2)cc1C	-3	1	-2	0	-1
25	Cc1nc2c3cnn(-c4ccccc4)c3ncn2n1	2	-10	-2	6	3
26	O=c1c(C=NCCCn2ccnc2)c(-c2ccccc2)[nH]n1-c1nc2ccccc2s1	4	2	5	-3	1
27	CC(C)c1ccc(/C=c2\sc3nc(-c4ccncc4)nn3c2=O)cc1	-2	-16	-1	-4	41*
28	CC(C)C[C@H](NC(=O)c1[nH]cnc1C(=O)Nc1ccc(CNC(=O)OC(C)(C)C)cc1)C(=O)OC(C)(C)C	18	-100	-1	8	2
29	Cc1ccc(CNc2cc(-c3nn4c(C)nnc4s3)ccc2C)s1	-8	3	-1	18	-4
30	COc1cc2c(cc1OC)CN(C(=O)C1CCN(S(=O)(=O)c3ccccc3F)CC1)CC2	-10	9	-2	4	2

nr	HTRA1 inh	PG9 binder	ARFGAP1 inhibitor	rCAG binder	NPR2 activator
21	-17	-3.1	20	21	-6
22	8	-0.7	7	-1	0
23	-5	0.4	5	6	-7
24	-1	-0.9	6	-2	2
25	-17	0.6	0	11	-4
26	-10	-2.0	-1	8	-8
27	-7	0.5	9	26	-18
28	-81	-0.1	19	12	6
29	-32	1.9	1	1	-4
30	0	0.1	-5	-1	1

The closing four records of the part above lead into the next:
nr	compound	ASAP1 inh	mABHD4 FP	SMARCA2 act	Rev-erbA mod	GC-A act
27	CC(C)c1ccc(/C=c2\sc3nc(-c4ccncc4)nn3c2=O)cc1	-2	-16	-1	-4	41*
28	CC(C)C[C@H](NC(=O)c1[nH]cnc1C(=O)Nc1ccc(CNC(=O)OC(C)(C)C)cc1)C(=O)OC(C)(C)C	18	-100	-1	8	2
29	Cc1ccc(CNc2cc(-c3nn4c(C)nnc4s3)ccc2C)s1	-8	3	-1	18	-4
30	COc1cc2c(cc1OC)CN(C(=O)C1CCN(S(=O)(=O)c3ccccc3F)CC1)CC2	-10	9	-2	4	2
31	O=c1c2ccccc2n2c(-c3ccc(F)cc3)nnc2n1Cc1ccccc1	4	-3	1	24*	1
32	O=C(O)Cc1sc(-c2ccccc2)nc1-c1ccccc1	-7	-2	-1	-3	-2
33	CCN1CCN(Cc2ccc(OCc3ccccc3)cc2)CC1	7	1	4	1	-1
34	O=C(OCc1nc2ccccc2s1)c1cc2ccccc2oc1=O	21	-14	8.2*	-1	-4
35	O=C(O)c1cc2c(ccc3ccccc32)oc1=O	-8	1	-2	6	-6
36	CCOC(=O)C1=C(c2ccccc2)NC(=O)NC1c1cc(OCC)c(O)c([N+](=O)[O-])c1 (centres undefined)	-11	3	-3	0	-7
37	O=C(NCc1cc(C(F)(F)F)cc(C(F)(F)F)c1)C1CC(c2cccc([N+](=O)[O-])c2)=NO1 (centres undefined)	-7	-7	0	-2	0
38	Cc1ccc(C(=O)Nc2cc(C(F)(F)F)ccc2-n2cncn2)o1	-2	1	0	-4	2
39	O=C1CCc2cc(S(=O)(=O)N3CCN(c4ccccc4Cl)CC3)ccc2N1	/	2	1	4	1
40	CC(Cl)C(=O)c1ccc2c(c1)CCN2C(=O)C1CC1 (centres undefined)	1	6	-3	-9	4

nr	HTRA1 inh	PG9 binder	ARFGAP1 inhibitor	rCAG binder	NPR2 activator
27	-7	0.5	9	26	-18
28	-81	-0.1	19	12	6
29	-32	1.9	1	1	-4
30	0	0.1	-5	-1	1
31	1	-0.8	6	0	15
32	5	2.7	-1	5	-1
33	2	0.5	-10	-3	4
34	/	1.2	15	5	-6
35	-1	1.9	-8	1	-7
36	-8	-4.6	-2	2	-7
37	-7	-0.8	0	1	-4
38	-6	-0.6	2	0	1
39	/	/	/	3	-6
40	6	-1.3	0	-1	-1

3 entries from above, ordered by their value in HTRA1 inh, rising:
No.	SMILES	HTRA1 inh
36	CCOC(=O)C1=C(c2ccccc2)NC(=O)NC1c1cc(OCC)c(O)c([N+](=O)[O-])c1 (centres undefined)	-8
37	O=C(NCc1cc(C(F)(F)F)cc(C(F)(F)F)c1)C1CC(c2cccc([N+](=O)[O-])c2)=NO1 (centres undefined)	-7
31	O=c1c2ccccc2n2c(-c3ccc(F)cc3)nnc2n1Cc1ccccc1	1

Further entries follow.
nr	compound	ASAP1 inh	mABHD4 FP	SMARCA2 act	Rev-erbA mod	GC-A act
41	O=S(=O)(NC1=NCCC1)c1cccs1	-4	-1	-3	1	-2
42	COc1ccccc1NC(=O)c1cc(S(=O)(=O)N2CCCCCC2)ccc1F	4	0	-2	-3	1
43	Cc1noc(C)c1COC(=O)[C@@H](NC(=O)c1ccccc1Cl)C(C)C	-6	-2	1	-8	3
44	O=C(Nc1cccc(Cl)c1)c1cc(S(=O)(=O)NCCc2ccc(Cl)cc2)ccc1F	8	-111	-7	5	-6
45	Cc1ccc(N2CCN(/N=C/c3cccnc3)CC2)cc1	-8	1	-4	-2	6
46	CN1C2CCC1CC(NS(=O)(=O)c1cccc(C(F)(F)F)c1)C2 (centres undefined)	-7	2	1	-11	0
47	CC(NC(=O)COc1ccc([N+](=O)[O-])cc1)c1ccccc1 (centres undefined)	6	5	0	0	-1
48	O=c1[nH]c(CSc2ncccn2)nc2c1cnn2-c1ccccc1	-10	-2	-2	-6	3
49	O=C(/C=C/NCC(=O)c1ccccc1)c1ccc(Br)cc1	0	1	0	9	7
50	Cc1ccc(S(=O)(=O)NNC(=S)NC(=O)c2ccc([N+](=O)[O-])cc2)cc1	-7	4	2	-2	0

nr	HTRA1 inh	PG9 binder	ARFGAP1 inhibitor	rCAG binder	NPR2 activator
41	11	-0.5	1	-1	-7
42	-17	0.6	9	-1	3
43	/	-0.7	4	-6	1
44	-111	-1.0	18	19	1
45	-1	-2.0	-3	-1	-3
46	3	0.8	-4	-1	-2
47	-10	-3.2	-17	0	11
48	-5	-1.3	-8	5	3
49	-30	-1.0	4	13	0
50	-1	-1.1	0	7	1

Further structures follow:
nr	compound	ASAP1 inh	mABHD4 FP	SMARCA2 act	Rev-erbA mod	GC-A act
51	O=C(O)c1cccc(Oc2cccc(Cl)n2)c1	13	4	0	4	-4
52	O=C(COc1ccccc1)NCC(=O)N1CCCC1	-8	2	5	-1	-1
53	Cc1ccc(NC(=O)c2ncc(Cl)c(Cl)c2Cl)cc1C	8	1	8.2*	6	-1
54	COC(=O)c1sc(NC(=O)COc2cccnc2[N+](=O)[O-])c(C(=O)OC)c1C	-3	4	0	-5	4

nr	HTRA1 inh	PG9 binder	ARFGAP1 inhibitor	rCAG binder	NPR2 activator
51	12	0.1	5	2	-1
52	2	-0.7	-3	0	-5
53	-2	-0.4	9	-6	-1
54	5	-1.8	0	14	0
